E coli WT inh: growth inhibitors of wild type E. coli, primary screen, strain BW25113 wild type, absorbance readout; E. coli BW25113 growth inhibition, OD600; inhibition, % at 10 µM; actives 0.05% (n = 20,000); in the data active means inhibition above about 40%;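 further: bacteria exposed to compound for 20 hours at 37 °C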
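Material: bacterial strain in a whole-cell growth screen; Amount: inoculum from a 1:1000 dilution of a 1.5 h subculture; Buffer or medium: LB plus kanamycin 50 µg/mL; Dosing: one dose, 10 µM final; Times: compound exposure of 20 h at 37 °C; Measured by: absorbance at 615 nm as a measure of bacterial growth.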
Starred values were filed as active, the others as inactive. These rows are one share of the data, so the mix of outcomes need not match the whole.

No.	mol	E coli WT inh
1	O=C(COc1ccc(=O)n(-c2ccccc2)n1)Nc1ccccc1	-1
2	Cc1cc2ccccc2c(=O)n1CC(=O)N(C)c1ccc(F)cc1	-2
3	CCCCSc1nc2c(cnn2-c2ccc(Cl)cc2)c(=O)[nH]1	-1
4	O=C(Nc1cccnc1)C1OCCc2ccccc21 (stereo not drawn)	-17
5	Cc1ccc(-c2nnc(-c3ccc(NC(=O)c4ccco4)cc3)o2)cc1	-5
6	Clc1ccc(-n2ncc3c(NCCN4CCOCC4)ncnc32)cc1	-1
7	Cc1oc(C)c(C(=O)Nc2ccc(CC(=O)O)cc2)c1C(=O)Nc1ccc(CC(=O)O)cc1	-23
8	CC(Sc1nnc(-c2cc3ccccc3o2)n1-c1ccccc1)C(=O)O (stereo not drawn)	-3
9	CC1CCCC(C)N1C(=O)COC(=O)c1ccc[nH]c1=O (stereo not drawn)	-4
10	CC(=O)c1cccc(S(=O)(=O)NCC(c2ccco2)N2CCCCC2)c1 (stereo not drawn)	5
11	COCCNC(=S)c1ccc(OC)cc1	-11
12	COC(=O)c1cccc(OCC(O)Cn2ccnc2)c1 (stereo not drawn)	-3
13	CCN(C1CCCCC1)S(=O)(=O)c1ccc(S(=O)(=O)N2CCN(CCC#N)CC2)cc1	7
14	c1c2c(cc3sc(N4CCCCC4)nc13)OCCO2	2
15	CCOC(=O)N1CCN(C(=O)c2ccc(N3C(=O)CCC3=O)cc2)CC1	-3
16	CC1CCc2nc(NC(=O)CN3CCN(Cc4ccc5c(c4)OCO5)CC3)sc2C1 (stereo not drawn)	-8
17	O=C1CC(NCc2ccco2)C(=O)N1CCc1ccccc1 (stereo not drawn)	-15
18	Cn1c(=O)c(=O)n(C)c2cc(S(=O)(=O)N3CCN(c4cccc(C(F)(F)F)c4)CC3)ccc21	18
19	CN(C)CCOC(c1ccccc1)c1ccccc1	-1
20	CC1(C)CC(C#N)(N2CCOCC2)CCO1 (stereo not drawn)	2
21	O=C(NCc1ccccn1)c1ccc2nc(-c3ccco3)c(-c3ccco3)nc2c1	-3
22	CS(=O)(=O)N1CCC(C(=O)Nc2ccccc2F)CC1	-20
23	c1cncc(Nc2nc(-c3ccncc3)cs2)c1	6
24	c1cncc(-c2nnc3n2N=C(c2cccs2)CS3)c1	9
25	CN1C(=O)CC(n2c(CO)nc3ccccc32)C1=O (stereo not drawn)	-14
26	O=C1C(Cl)=C(NCC2CCCO2)C(=O)N1CCc1ccccc1 (stereo not drawn)	-1
27	Cn1c2c(c(=O)n(C)c1=O)CN(CCCN1CCOCC1)CN2	-2
28	COc1ccc(OC(C)C(=O)NCc2cccnc2)cc1 (stereo not drawn)	-19
29	COc1ccc(NC(=O)COc2ccccc2)c(OC)c1	-10
30	CCn1c(CN2CCN(C(=O)c3ccco3)CC2)nc2c1c(=O)n(C)c(=O)n2C	-5
31	Fc1cccc(Cl)c1Cn1nnc(-c2ccc3c(c2)OCO3)n1	3
32	O=C(CC(C(=O)O)N1CCOCC1)Nc1ccc(Cl)cc1 (stereo not drawn)	-15
33	CCOCCOc1nc2c(c(=O)n(C)c(=O)n2C)n1Cc1ccc(C)cc1	13
34	Cc1noc(C)c1C(=O)Nc1ccccn1	-22
35	CCCCCCOC(=O)C(C#N)c1nc2ccccc2nc1N1CCN(CC)CC1 (stereo not drawn)	-12
36	O=C(CN1C(=O)c2ccccc2S1(=O)=O)N1CCOCC1	0

Random excerpt: 7 compounds from above, in no set order.
No.	mol	E coli WT inh
26	O=C1C(Cl)=C(NCC2CCCO2)C(=O)N1CCc1ccccc1 (stereo not drawn)	-1
25	CN1C(=O)CC(n2c(CO)nc3ccccc32)C1=O (stereo not drawn)	-14
35	CCCCCCOC(=O)C(C#N)c1nc2ccccc2nc1N1CCN(CC)CC1 (stereo not drawn)	-12
34	Cc1noc(C)c1C(=O)Nc1ccccn1	-22
28	COc1ccc(OC(C)C(=O)NCc2cccnc2)cc1 (stereo not drawn)	-19
36	O=C(CN1C(=O)c2ccccc2S1(=O)=O)N1CCOCC1	0
33	CCOCCOc1nc2c(c(=O)n(C)c(=O)n2C)n1Cc1ccc(C)cc1	13

Next section.
No.	mol	E coli WT inh
37	CCc1ccc(N2CC(C(=O)OCC(=O)Nc3cc(C)on3)CC2=O)cc1 (stereo not drawn)	9
38	Cc1cc(C(F)F)n2nc(C(=O)Nc3cc(C)on3)nc2n1	-13
39	CCN(CC)CCCN1C(=O)C(O)=C(C(C)=O)C1c1cccc(OC)c1 (stereo not drawn)	-3
40	CCOC(=O)C1CCCN(c2cc(=O)n(Cc3ccc(F)cc3)c(=O)[nH]2)C1 (stereo not drawn)	-4
41	C=CCn1c(SCC(N)=O)nc(C)cc1=O	-3
42	CC(=O)c1cccc(NC(=O)CCNS(=O)(=O)c2cccc3nsnc23)c1	-1
43	COc1cc2c(cc1OC)-c1cc(Nc3ccc4c(c3)OCCO4)nc(=O)n1CC2	-1
44	CCCOc1cccc(NC(=O)c2c(-c3ccccc3)noc2C)c1	14
45	O=C(O)c1cccc(OCc2ccccc2Cl)c1	-20
46	O=C(Nc1ncc(Cc2ccccc2)s1)C1CCCO1 (stereo not drawn)	20
47	c1ccc(COc2ccc(OCCCn3cncn3)cc2)cc1	11
48	Cc1noc(NS(=O)(=O)c2ccc(NC(=O)CSc3nc4ccccc4s3)cc2)c1C	5
49	CCOCCCn1c(=N)c(C(=O)NCc2ccc3c(c2)OCO3)cc2c(=O)n3ccccc3nc21	-17
50	Cc1cc(C(C)c2ccccc2)c(O)c(CN2CCOCC2)c1C (stereo not drawn)	-15
51	COC(=O)CSc1nc2nc(C)cc(C)n2n1	-1
52	Cc1cc(C)c2oc(=O)cc(CN3CCOCC3)c2c1	-3
53	Cc1cccc(C)c1NC(=O)COC(=O)c1nonc1N	1
54	Cc1ccc2c(C)nc(NC3=NCN(C(C)C)CN3)nc2c1	2
55	CCOC(=O)CC(=O)CSc1nc(C)cc(-c2cccnc2)c1C#N	-20
56	Nc1ncnc2c1ncn2CCN1CCCCC1	5
57	FC(F)(F)c1ccc(Sc2nnc(-c3cccs3)n2CC2CCCO2)nc1 (stereo not drawn)	-5
58	CCN(CC)c1ccc2cc(NC(=O)CCC(=O)O)c(=O)oc2c1	6
59	CCCn1c(=O)c(-c2ccccc2)c(O)c2ccccc21	-20
60	COc1ccc(NC2c3ncccc3C(=O)N2Cc2ccccc2)c(OC)c1 (stereo not drawn)	-3
61	Clc1ccc(CSc2nnc(Cn3cnc4ccccc43)o2)cc1	-3
62	CCCOc1ccccc1-c1nc(SCCC(=O)O)n[nH]1	-18
63	Cc1cc(C)n(-c2nc3ccccc3nc2N2CCN(S(=O)(=O)c3ccc(F)c(C)c3)CC2)n1	-14
64	CCCCSc1nnc(CCCCCNC(=O)OC(C)(C)C)o1	-12
65	Cc1ccccc1N1C(=O)CC(N2CCC(C(N)=O)CC2)C1=O (stereo not drawn)	-2
66	CCOC(=O)C1CCN(S(=O)(=O)c2ccc(Br)c(OCC)c2)CC1	-20
67	Oc1c(Cl)cc(Cl)c2c1NCCC2	-3
68	CCSc1nc(C)c(CC)c(C)c1C(N)=O	-17
69	CC1(C)Cn2c(nnc2-c2ccccc2)S1	-17
70	CCc1nc2scc(-c3ccccc3)c2c(=O)n1N	2
71	CCCCC(=O)Nc1ccc(C(=O)N2CCN(C)CC2)cc1	2
72	O=c1nc(N2CCCC2)nc(Nc2ccccc2)[nH]1	8
73	Cc1cccc2c1nc(-c1ccccc1)n1cnnc21	12
74	CCC(=O)NC1(C(F)(F)F)C(=O)Nc2c1c(=O)n(C)c(=O)n2C (stereo not drawn)	-16
75	COCCn1cc(C(=O)c2ccccc2OCC(=O)Nc2cc(C)on2)cc(C#N)c1=O	4
76	N#Cc1c(-c2ccccc2)nc(SCc2nc(N)nc(N3CCCCC3)n2)[nH]c1=O	-3
77	CCCS(=O)(=O)N1CCN(C(=O)c2cccnc2)CC1	7
78	O=C(Nc1cnccn1)c1cccnc1	-21
79	CCOC(=O)COc1ccc2c(c1)c(C(=O)OCC)c(C)n2CC	-23
80	COc1ccc(-c2noc(-c3ccccc3C(=O)Nc3cccnc3)n2)cc1OC	6
81	CCCC(=O)Nc1cccc(-c2nc3ccccc3o2)c1	9
82	CCCc1ccc(OCc2nc(-c3ccc(NC(=O)c4ccco4)cc3)no2)cc1	-7
83	CS(=O)(=O)N(CCc1ccccc1)CC(N)=O	7
84	CCc1c(C)sc(NC(=O)OC)c1C(=O)N1CCCCC1	1
85	CCOC(=O)c1ccccc1NC(=O)c1ccc(N(C)S(C)(=O)=O)cc1	1
86	O=C(CCn1c(=O)oc2ccccc21)NCCN1CCOCC1	18
87	O=C(c1ccco1)N1CCN(C(=O)c2cc3c(s2)-c2ccccc2OC3)CC1	8
88	Cc1ccc(O)c(C(=O)c2cc(C#N)c(=O)n(CC3CCCO3)c2)c1 (stereo not drawn)	-3
89	S=c1[nH]nc(-c2ccccc2)n1CC1CCCO1 (stereo not drawn)	-14
90	CN(C)c1nc(SCCOC(=O)c2ccccc2)nc(N(C)C)n1	8
91	COC(=O)C1=C(C)N(c2cccc3ccccc23)C(=O)C1	-23
92	COc1ccc(NC(=O)C(C)NS(=O)(=O)c2ccccc2)cc1Cl (stereo not drawn)	6
93	C#CCN(C#N)c1nc(NCC)nc(NC(C)C)n1	-19
94	O=C1CCC(=O)N1CNc1ccc(Oc2ccccc2)cc1	-18
95	CCOC(=O)Nc1ccc(Oc2ccccc2)cc1	8
96	CC(=O)c1c(C)[nH]c(C(=O)OCc2nnc(-c3ccccc3)o2)c1C	0

Already shown: an excerpt of the list.
No.	mol	E coli WT inh
90	CN(C)c1nc(SCCOC(=O)c2ccccc2)nc(N(C)C)n1	8
91	COC(=O)C1=C(C)N(c2cccc3ccccc23)C(=O)C1	-23
92	COc1ccc(NC(=O)C(C)NS(=O)(=O)c2ccccc2)cc1Cl (stereo not drawn)	6
93	C#CCN(C#N)c1nc(NCC)nc(NC(C)C)n1	-19
94	O=C1CCC(=O)N1CNc1ccc(Oc2ccccc2)cc1	-18
95	CCOC(=O)Nc1ccc(Oc2ccccc2)cc1	8
96	CC(=O)c1c(C)[nH]c(C(=O)OCc2nnc(-c3ccccc3)o2)c1C	0

(listing goes on)
No.	mol	E coli WT inh
97	O=C(CSc1nnnn1-c1ccc2c(c1)OCCO2)c1cccc2c1OCCO2	-22
98	Cc1oc(-c2ccccc2F)nc1CS(=O)(=O)CC(=O)N1CCN(Cc2ccccc2)CC1	3
99	COc1ccc(-c2nnc(SCc3cccc(C#N)c3)o2)cc1	-14
100	C=CCn1c(Cc2ccc(OC)cc2)nnc1SCc1nc2ccccc2c(=O)[nH]1	-11
101	CCOC(=O)c1ccccc1NC(=O)c1ccc2c(=O)n3c(nc2c1)CCCCC3	-3
102	CC1(C)C2CCC1(CS(=O)(=O)NCc1ccc(C(=O)O)cc1)C(=O)C2 (stereo not drawn)	10
103	CCN(CC)CCCN1C(=O)C(O)=C(C(=O)c2ccc(C)o2)C1c1ccco1 (stereo not drawn)	-7
104	O=C(O)C1CC(=O)N(CCOc2ccccc2)C1 (stereo not drawn)	6
105	COc1ccc(Nc2nc(N3CCCC3)nc3ccccc23)c(OC)c1	-7
106	O=C(NCc1ccc2c(c1)OCO2)c1cc2ncc(Br)cn2n1	-19
107	COc1ccc(CNC(=O)C2CCN(C(=O)[C@@H](CC(C)C)NC(=O)OC(C)(C)C)CC2)cc1	-18
108	CN(C)c1ccc(C=Nc2ccc(N(C)C)cc2)cc1	7
109	CCSc1nnc(NC(=O)C2CCCCC2)s1	-21
110	O=C(NCc1cccs1)c1cc(-c2ccccc2)on1	-17
111	Cc1ccc(S(=O)(=O)N2CCCC(C(=O)NC3=NCCS3)C2)cc1 (stereo not drawn)	-7
112	O=C(CN1C(=O)CSC1=O)N1CCc2ccccc2C1	-3
113	CCCCOc1ccccc1NC(=O)C=C(C)C	3
114	Cc1cc2cc(CNC(=O)c3ccc4c(c3)OCO4)ccc2[nH]1	7
115	Clc1ccc(OCCn2ccnc2)c(Cl)c1	-3
116	O=C1c2cccnc2C(=O)N1c1cccc(-c2nc3ccccc3o2)c1	9
117	O=C(CS(=O)(=O)c1ccccc1)c1ccc2c(c1)OCCO2	-15
118	CN(C)C(=O)N1CCN(C(=O)c2ccco2)CC1	-1
119	O=C(Nc1ccc(SC(F)F)cc1)c1ccc2nccnc2c1	-13
120	O=C(Cn1ccc2ccccc2c1=O)NCCC(=O)N1CCN(C(=O)c2ccco2)CC1	-1
121	NC(=O)c1ccccc1NS(=O)(=O)Cc1ccc(Cl)cc1	-16
122	O=C(CSc1nc2cc(Cl)ccc2o1)N1CCOCC1	-13
123	CCOC(=O)c1ccc(NC(=O)CSc2nnc(-c3cccs3)n2CC)cc1	-22
124	CC1(C)CC(=O)c2cc(C(=O)NCc3ccco3)c(=O)n(-c3ccccc3)c2C1	-16
125	CCOC(=O)C1CCN(S(=O)(=O)c2cccc(-c3csc(C)n3)c2)CC1	-1
126	O=C(O)CC(NC(=O)C(c1ccccc1)c1ccccc1)c1ccco1 (stereo not drawn)	-14
127	CCOC(=O)C1CCN(C(=O)Cc2c(F)cccc2Cl)CC1	-13
128	O=C(CC1NC(=O)NC1=O)Nc1cccc2ccccc12 (stereo not drawn)	-25
129	Cc1nc(SCc2ccc(Br)cc2)[nH]c(=O)c1C	0
130	Cc1ccc2oc(-c3cccc(NC(=O)C4CCCO4)c3)nc2c1 (stereo not drawn)	-16
131	CCCN(CCC)C(=O)c1c(C)[nH]c(C(=O)OCC)c1C	10
132	COC(=O)CN(c1ccc(OC)c(OC)c1)S(C)(=O)=O	-12
133	Cc1nc(-c2ccccc2)sc1C(N)=O	4
134	Cn1cccc1Cc1nnc(SCC(=O)N2CCOCC2)n1-c1ccc(F)cc1	-3
135	CC(=O)N=c1sc(S(N)(=O)=O)nn1C	-3

Compound activity deposited in PubChem BioAssay by SRMLSC.
